Screening data (PubChem)
PKA-R1A activ = activators of PKA-R1A holoenzyme, primary screen, biochemical, fluorescence polarization, Cy5-IP20, bovine R1A, mouse PKAc; cAMP-dependent protein kinase type I-alpha regulatory subunit (Bos taurus) + …; PKA-R1A dissociation; scaled: DMSO 0%, 113 µM cGMP 100%; activation, % at 11.4 µM; 340,000 compounds, 0.083% hits; AID 504707, 2011;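 active = percent activation above the mean of all tested compounds plus 3 SD, cut at about 19% in these data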;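 note: higher means more PKAc released from R1A so a rise in polarization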
MOR-DOR ag = agonists of OPRM1-OPRD1 heterodimerization, primary screen, cell-based, luminescence. Mu-type opioid receptor (Homo sapiens) + Delta-type opioid receptor (Homo sapiens), …. cells. 340,000 compounds, 0.3% hits. activation, % at 9.3 µM; in the data active = activation above about 18%;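 note: 0% = vehicle-treated cells and 100% = reference agonist; values of inactives mirror those of a sister screen read the other way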
Target sequence (P35372 whole entry, looked up): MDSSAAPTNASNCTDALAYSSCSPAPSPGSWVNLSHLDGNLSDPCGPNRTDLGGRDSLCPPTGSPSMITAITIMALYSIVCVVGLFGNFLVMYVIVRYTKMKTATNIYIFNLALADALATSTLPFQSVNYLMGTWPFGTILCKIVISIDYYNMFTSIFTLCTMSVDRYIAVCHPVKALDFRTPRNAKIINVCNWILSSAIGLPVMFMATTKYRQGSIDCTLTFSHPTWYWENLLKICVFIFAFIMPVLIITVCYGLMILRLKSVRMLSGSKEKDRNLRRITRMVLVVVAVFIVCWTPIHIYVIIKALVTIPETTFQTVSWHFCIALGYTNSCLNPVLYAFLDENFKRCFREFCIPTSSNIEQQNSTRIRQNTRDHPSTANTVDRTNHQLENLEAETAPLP
Target sequence (P41143 whole entry, looked up): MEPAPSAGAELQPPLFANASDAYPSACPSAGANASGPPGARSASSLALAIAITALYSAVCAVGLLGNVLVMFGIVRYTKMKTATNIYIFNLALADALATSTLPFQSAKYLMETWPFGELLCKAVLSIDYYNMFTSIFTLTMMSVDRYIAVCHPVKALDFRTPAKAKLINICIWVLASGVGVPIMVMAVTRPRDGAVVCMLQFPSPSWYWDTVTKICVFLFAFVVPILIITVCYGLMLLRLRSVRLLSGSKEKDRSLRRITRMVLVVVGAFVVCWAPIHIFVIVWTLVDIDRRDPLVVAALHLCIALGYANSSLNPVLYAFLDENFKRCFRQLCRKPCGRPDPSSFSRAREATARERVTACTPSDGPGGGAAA
PKA-R2B activ = activators of PKA-R2B holoenzyme, primary screen, biochemical, fluorescence polarization, Cy5-IP20, human | PKA-R2B holoenzyme dissociation; R2B truncated from residue 108, S112A mutant; 0% DMSO only, 100% 113 µM cGMP | 340,000 compounds, 0.079% hits | activation, % at 11.4 µM;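 active = activation above a cutoff set at the mean over all compounds plus 3 SD, cut at about 18% in these data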;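 note: higher means more holoenzyme dissociation and a rise in polarization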
HTR5A ag ctr = HTR5A agonists in luminescence cell assay, primary screen, counter-screen for OPRM1-OPRD1 heterodimer agonist project, full-deck HTS; activation, % at 9.3 µM; cell-based; 5-hydroxytryptamine receptor 5A (Homo sapiens), P47898; AID 504692, 2011; 340,000 compounds, 0.61% hits; in the data active = activation mostly above about 9.5%, no sharp cut-off; inactive = mostly below about 7.6%;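 note: 0% = cells with vehicle only and 100% = reference agonist; strong numbers were not always called active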
Arrestin-AP2 inh = inhibitors of beta-arrestin/AP2 binding, primary screen, biochemical, GPCR trafficking, flow cytometry; FITC-arrestin peptide / GST-AP2 beads; AP2 beta2 appendage carries R879A mutation; beta-arrestin 1 C-terminal peptide binding to AP2 beta2-adaptin appendage (human); AID 504490, 2011; 340,000 compounds, 0.31% hits; inhibition, % at 10 µM;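 active = inhibition above a set limit, near 3 SD of compounds lacking own fluorescence, cut at about 54% in these data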;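 note: plate controls were DMSO wells for no effect and 5 µM unlabelled arrestin peptide for full effect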
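System: GST-AP2 R879A glutathione beads; medium: PBS, Tween 20 0.05%, BSA 0.1%; reagent: fluorescein-tagged arrestin peptide at 50 nM final; schedule: pre-incubation 12 min, peptide binding 1 h, room temperature; detection: flow cytometry, FL1 (488/535 nm); read-out: inhibition as reduced fluorescein signal on beads, percent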
DAGLB inh = DAGLB lipase inhibitors, primary screen, biochemical, fluorescence, HTS; Diacylglycerol lipase-beta (Homo sapiens), Q8NCG7; HEK293T DAGLB membrane lysate, EnzChek fluorogenic substrate; inhibition, % at 5.17 µM; 340,000 compounds, 0.059% hits; AID 504411, 2011; in the data active = inhibition above about 34%;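 note: 0% = enzyme with vehicle and 100% = wells lacking enzyme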
HTR5A inv ctr = HTR5A inverse agonists in luminescence cell assay, primary screen, counter-screen for OPRM1-OPRD1 heterodimer inverse agonist project, full-deck HTS; 5-hydroxytryptamine receptor 5A (Homo sapiens), P47898; HTR5A cell line, inverse agonism; inhibition, % at 9.3 µM; 340,000 compounds, 0.083% hits; in the data active = inhibition mostly above about 23%, no sharp cut-off; inactive = mostly below about 18%;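 note: 0% = cells with DMSO and 100% = no-cell wells with DMSO; some compounds called inactive have numbers as strong as hits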
OPRM1-OPRD1 inv = inverse agonists of MOR-DOR heterodimerization, primary screen, cell-based, luminescence; inhibition, % at 9.3 µM; cell-based MOR-DOR heterodimer luminescence, inverse agonism; AID 504357, 2011; 340,000 compounds, 0.21% hits; Mu-type opioid receptor (Homo sapiens) + Delta-type opioid receptor (Homo sapiens), …; in the data active = inhibition above about 22%, passing the limit was not always enough;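 note: 0% = cells with DMSO and 100% = wells without cells with DMSO; values of inactives mirror those of a sister screen read the other way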
V-ATPase pHluor = regulators of yeast V-ATPase proton pumping, primary screen, pHLuorin cytosolic pH fluorescence | S. cerevisiae | response, % at 10 µM | 350,000 compounds, 0.37% hits | AID 504577, 2011; in the data active = response mostly above about 7.3%, no sharp cut-off; inactive = mostly below about 5.4%; note: actives read high; inactives centre near 0; some compounds called inactive have numbers as strong as hits; reference of the scale not given here
Pemphigus Ab inh = inhibitors of pemphigus antibody binding to DSG3, primary screen, biochemical, bead-based, flow cytometry, scFv-GFP. AID 588358, 2011. 310,000 compounds, 0.48% hits. binding (percent of control), % at 10 µM. DSG3-coupled beads, scFv-anti-DSG3-GFP binding; hits give low values;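 active = binding more than 3 SD below its plate's average and above zero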;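 note: hits lower antibody fragment binding to DSG3; some compounds called inactive have numbers as strong as hits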
Numbers without * were called inactive; . = no result given.

Each structure is followed by: PKA-R1A activ	MOR-DOR ag	PKA-R2B activ	HTR5A ag ctr	Arrestin-AP2 inh	DAGLB inh	HTR5A inv ctr	OPRM1-OPRD1 inv	V-ATPase pHluor	Pemphigus Ab inh
COc1ccc(/C=C(/NC(=O)/C=C/c2ccccc2)C(=O)NCCCCCC(=O)O)cc1
  -4	-2.5	-6	-2	23	0	5	14	5	104
CCOC(=O)CCNC(=O)Nc1cc2nc(C)n(Cc3cccc(Cl)c3)c2nc1C
  -4	-4.7	4	-1	-6	0	4	21	-1	102
Cc1ccccc1OC(=O)c1cccc(S(=O)(=O)N2CCN(C)CC2)c1
  -3	-1.7	-2	-1	-24	0	5	9	1	100
COc1ccc(NC(=O)c2sc3nc(Cc4ccccc4)cc(C(F)(F)F)c3c2N)cc1OC
  -2	2.5	9	5	4	0	-39	-12	-7	79
CCOC(=O)c1cn(CC)c2ccc(S(=O)(=O)N3CC(C)CC(C)C3)cc2c1=O (configuration not stated)
  -7	-0.6	-5	0	26	1	12	3	1	100
Cc1ccc(C(=O)COC(=O)CCC(=O)NC2CCCCC2)cc1C
  2	-2.6	1	-1	7	-5	-6	15	-1	.
O=C(CSc1nnc(CNC(=O)c2ccco2)o1)Nc1ccc(F)cc1
  -1	-4.6	3	3	-11	-3	0	24	2	101
CCN(CC)c1ccc(C(=O)OCC(=O)Nc2sccc2C#N)cc1
  -5	1.7	1	7	0	-2	7	-10	4	131
Cc1nnc2n(-c3ccccc3)c(=O)c3c4c(sc3n12)COC(C)(C)C4
  -5	-0.6	0	0	-4	1	-13	2	1	.
CN(C)c1ccc(N=Nc2ccccc2C(=O)OCC(=O)N(C)c2ccccc2)cc1
  6	1.3	9	1	22	19	21	-8	1	89
COc1cccc(/C=C2/C(=O)NN(c3ccc(F)cc3)C2=O)c1
  -11	-3.0	-1	0	10	9	1	17	-3	100
CCc1cc(=O)[nH]c(SC/C=C/c2ccccc2)n1
  -11	0.4	-4	-2	0	2	3	-2	-4	98
CCCCNC(=O)N1CCN(S(C)(=O)=O)CC1
  -15	-2.0	-2	2	7	-1	-5	11	0	101
CCc1noc(C)c1C(=O)Nc1nc2c(F)cc(F)cc2s1
  -2	-2.0	-2	0	17	1	-7	8	4	97
CCCc1cc(=O)oc2cc(C)cc(OC(C)C(=O)N[C@@H](Cc3c[nH]c4ccccc34)C(=O)O)c12 (some centres not stated)
  -4	-2.8	-6	6	-2	3	-2	14	3	97
Cc1cccc(NC(=O)c2ccc3c(c2)CCN3S(C)(=O)=O)c1C
  -4	-4.1	1	-4	-6	-2	13	19	-7	103
COc1cc(NS(=O)(=O)c2ccc(NS(=O)(=O)c3ccc(NC(C)=O)cc3)cc2)nc(OC)n1
  -2	-2.9	5	2	-7	1	-5	16	-2	110
CC(C)(C)NC(=O)CN(C(=O)Cn1nnc(-c2ccccc2F)n1)c1cccc2c1CCCC2
  0	0.2	1	-1	-5	-6	2	-1	1	103
O=C(CNC(=O)c1ccc(Cl)cc1)c1ccc(Cl)cc1
  -7	1.5	0	0	-6	-6	-1	-7	2	107
COc1cccc(NC(=O)c2cccc(OC)c2OC)c1
  -3	-0.2	0	-2	3	-2	8	1	0	107

The listing continues.
Each structure is followed by: PKA-R1A activ	MOR-DOR ag	PKA-R2B activ	HTR5A ag ctr	Arrestin-AP2 inh	DAGLB inh	HTR5A inv ctr	OPRM1-OPRD1 inv	V-ATPase pHluor	Pemphigus Ab inh
CCC(Sc1nnc(C)c(=O)[nH]1)C(=O)Nc1cccc2ccccc12 (configuration not stated)
  -2	1.7	2	1	10	0	-8	-14	3	99
Cc1nn(-c2ccccc2)c(N2CCCC2)c1/C=N/n1cnc2scc(-c3ccccc3)c2c1=O
  5	-2.9	1	1	0	0	-10	17	2	105
CCCCn1c(N)c(N(CCC(C)C)C(=O)C2CCCN(C(=O)c3ccc(Cl)cc3)C2)c(=O)[nH]c1=O (configuration not stated)
  -8	-3.4	-4	-2	-7	3	5	18	-2	103
Fc1ccccc1CN1CCCCCCC1
  15	0.6	13	-5	2	-2	13	-4	-2	102
COc1ccc(N2CCN(Cc3nc(N)nc(N4CCCc5ccccc54)n3)CC2)cc1
  6	-2.6	-2	3	46	0	2	14	9	103
CC(=O)c1ccc(NC(=O)c2cc(-c3cccs3)on2)cc1
  4	-0.2	-1	4	35	-1	-11	1	-2	.
COc1ccc(C2=NN(C(=O)CSc3nnnn3C)C(c3ccco3)C2)cc1 (configuration not stated)
  -5	-1.7	11	4	12	3	-9	7	5	104
CCC(=O)N1CCc2cc(S(=O)(=O)NC(C(=O)NCc3ccc(F)cc3)C(C)C)ccc21 (configuration not stated)
  3	-0.9	-1	2	-1	-2	-6	6	-2	.
Cc1ccccc1S(=O)(=O)N1[C@@H](c2ccccc2)C(C(=O)O)=CC[C@H]1c1ccc(Cl)cc1
  0	-1.5	-3	-3	7	-3	-8	8	2	103
CN(C(=O)CSc1nc2ccc(Br)cc2c(=O)n1Cc1ccco1)C1CCS(=O)(=O)C1 (configuration not stated)
  -6	-2.8	1	5	-13	0	-13	15	1	105
CSc1nc(C(C)C)ccc1CNC(=O)CC(C)c1ccccc1 (configuration not stated)
  -3	-1.8	-13	1	-17	-10	-5	8	-1	99
COCC1CCCCN1C(=O)c1cc(COc2ccc(C)c(C)c2)on1 (configuration not stated)
  1	.	-7	.	.	-1	.	.	-1	101
Cc1nc(-c2ccc(NC(=O)/C=C\C(=O)O)cc2)cs1
  16	-1.0	2	1	14	-1	-2	6	1	107
COc1ccc(NC(=O)c2ccc(S(=O)(=O)N3CC(C)CC(C)C3)cc2)cc1S(N)(=O)=O (configuration not stated)
  5	0.5	-4	1	-1	0	-12	-2	2	91
N#C/C(=C/c1ccccc1[N+](=O)[O-])c1nnc2n1CCCCC2
  -7	-0.1	3	0	0	2	-10	0	4	109
COc1cccc(NC(=O)NC2CCCc3ccccc32)c1 (configuration not stated)
  -11	0.2	-2	0	12	-3	1	-2	-3	90
COc1ccc(CCN2CC(C(=O)NCCN3CCCC3=O)CCC2=O)cc1 (configuration not stated)
  -2	-1.1	8	3	4	-1	-8	6	3	111
COc1ccc(NC(=O)CCC(=O)OCc2ccc(Br)cc2)cc1
  -8	1.9	-3	4	39	-6	-13	-11	0	99
CC(=O)N1CCCc2cc(S(=O)(=O)N3CCCC(C(=O)Nc4cc(C)ccc4C)C3)ccc21 (configuration not stated)
  0	-0.3	11	0	-13	1	13	2	-2	.
Cc1oc(=O)c(NC(=O)c2cccc(Cl)c2)cc1C(=O)c1ccccc1
  -3	-1.1	2	-2	-1	-3	6	5	6	98

(cont.)
Each structure is followed by: PKA-R1A activ	MOR-DOR ag	PKA-R2B activ	HTR5A ag ctr	Arrestin-AP2 inh	DAGLB inh	HTR5A inv ctr	OPRM1-OPRD1 inv	V-ATPase pHluor	Pemphigus Ab inh
COCC1CCN(Cc2cn[nH]c2-c2cc(OC)c(OC)c(OC)c2)CC1
  2	0.2	-13	1	22	4	-49	-1	-3	106
Cc1ccc(Cn2c(=O)n(C)c(=O)c3sccc32)cc1
  -5	-0.1	-1	4	-3	-5	-13	0	-1	97
COc1ccc(CNC(=O)C2CCCN(c3nc4ccccc4o3)C2)c(OC)c1 (configuration not stated)
  -6	-2.4	-4	-4	28	1	-18	13	-1	98
COc1ccccc1-n1c(SCC(=O)O)nc2c(sc(=S)n2-c2ccc(C)c(C)c2)c1=O
  3	-2.6	-15	2	1	11	-9	15	-1	93
C=CCN(C(=O)CNC(=O)c1cccs1)C(C(=O)NC(C)(C)C)c1ccccc1 (configuration not stated)
  -3	-1.2	1	-3	-3	0	9	6	-2	104
Cc1ccccc1-n1cc(CNC(=O)CCc2nnc(CCc3ccccc3)o2)cn1
  -4	-0.2	0	2	22	-3	-5	1	-2	105
CN(C(=O)Cn1nc(C(=O)O)c2ccccc2c1=O)C1(C#N)CCCCC1
  -3	-3.3	-3	2	9	-3	-4	13	-3	96
Cc1ccc2[nH]c(=O)c3cc(C(=O)NC(C)C)sc3c2c1
  -6	1.0	-2	3	21	-1	-12	-6	-6	95
CCN(CC)S(=O)(=O)c1ccc(NC(=O)COC(=O)CN2C(=O)c3ccccc3C2=O)cc1
  8	-2.1	2	0	-16	-2	0	10	1	105
CCC(CC)c1nnc(NC(=O)c2ccc(N3CCCC3=O)cc2)s1
  -8	-1.1	-11	13	1	1	-30	6	-2	98
COCCCNC(=S)N1CCN(c2ccc([N+](=O)[O-])cc2)CC1
  -2	-0.9	-10	5	-14	2	-16	5	-1	98
Cc1ccc(N2C(=O)CC(N3CCc4ccccc43)C2=O)cc1Cl (configuration not stated)
  -7	-0.5	4	2	15	-2	-5	3	1	104
COc1cccc(CC(=O)N2CCN(c3ccccc3[N+](=O)[O-])CC2)c1
  -1	-2.6	-14	0	-8	0	-19	14	-1	105
CCCC1CCc2[nH]nc(C(=O)NN)c2C1 (configuration not stated)
  9	0.6	0	14	17	-3	-40	-4	5	99
CN(Cc1ccccc1)C(=O)c1ccccc1C(=O)O
  8	-1.5	-9	3	-3	0	4	7	1	102
CCOc1cccc2cc(C(=O)NC(C)c3ccccc3)c(=N)oc12 (configuration not stated)
  10	-1.7	-7	1	16	-4	-2	7	4	111
O=C(CN1C(=O)NC2(CCCc3ccccc32)C1=O)Nc1cccc(S(=O)(=O)N2CCCCC2)c1 (configuration not stated)
  -2	-0.9	6	1	5	-2	-2	5	2	109
CC1CCN(CCCCOc2ccccc2-c2ccccc2)CC1
  -15	-3.2	-9	6	6	-1	-1	16	-2	84
CC1CCCCC1NC(=O)Cn1nc(-c2ccccc2)ccc1=O (configuration not stated)
  -6	1.0	3	9	4	-2	-24	-6	1	101
COc1ccc(-n2nc(C(=O)NCC(=O)NCC3CCCO3)c3ccccc3c2=O)c(OC)c1 (configuration not stated)
  -9	-2.5	5	-3	0	1	-9	13	-1	103
COc1ccc(/C=C/C(=O)NC(=S)Nc2ccc(S(N)(=O)=O)cc2)cc1
  -6	-0.1	-8	1	9	0	-2	0	0	106
O=C(Nc1ccccc1)Nc1ccc(Br)cc1F
  11	7.4	4	5	-7	-7	-22	-40	-3	114
CCN1C(=O)[C@H]2[C@@H](c3ccc(C(F)(F)F)cc3)N[C@]3(CCCN(Cc4ccc(OC)cc4)C3=O)[C@H]2C1=O
  -3	.	-9	.	.	5	.	.	-1	107
